Screening data deposited in PubChem by several laboratories.
PLC-beta3 inh: PLC-beta3 (human) inhibition, primary screen. Q01970. Purified PLC-beta3, fluorogenic substrate, fluorescence. inhibition, % at 12.2 µM. hit rate 0.18% among 370,000; in the data active = inhibition above about 11%;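 note: 0% = median of compound wells on plate and 100% = full blocker control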
HGIII-sPLA2 inh: Inhibits HGIII-sPLA2 liposome hydrolysis, primary screen | Q9NZ20 | QFRET BODIPY PC-A2 liposome hydrolysis, fluorescence | inhibition, % at 12.2 µM | hit rate 0.56% among 370,000 | AID 743126;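 active = inhibition above mean plus 3 SD of compounds lying within the high and low control bounds, cut at about 19% in these data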;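 note: 0% = median of test compound wells and 100% = no enzyme DMSO wells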
UHRF1 binding: UHRF1 methyl-DNA binding inhibition; Q96T88; UHRF1 binding to methylated oligo, TR-FRET; hit rate 0.75% among 370,000; inhibition, % at 4.4 µM; in the data active = inhibition above about 21%;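 note: UHRF1 SRA domain binding a hemimethylated CpG hairpin DNA probe; 0% = median of test compound wells and 100% = reference inhibitor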
PLC-gamma1 inh: inhibitors of human phospholipase C gamma1; P19174; purified PLC-gamma1, fluorogenic substrate, fluorescence; inhibition, % at 12.2 µM; hit rate 0.84% among 370,000; in the data active = inhibition above about 9.5%
Target sequence (P19174 whole entry, looked up): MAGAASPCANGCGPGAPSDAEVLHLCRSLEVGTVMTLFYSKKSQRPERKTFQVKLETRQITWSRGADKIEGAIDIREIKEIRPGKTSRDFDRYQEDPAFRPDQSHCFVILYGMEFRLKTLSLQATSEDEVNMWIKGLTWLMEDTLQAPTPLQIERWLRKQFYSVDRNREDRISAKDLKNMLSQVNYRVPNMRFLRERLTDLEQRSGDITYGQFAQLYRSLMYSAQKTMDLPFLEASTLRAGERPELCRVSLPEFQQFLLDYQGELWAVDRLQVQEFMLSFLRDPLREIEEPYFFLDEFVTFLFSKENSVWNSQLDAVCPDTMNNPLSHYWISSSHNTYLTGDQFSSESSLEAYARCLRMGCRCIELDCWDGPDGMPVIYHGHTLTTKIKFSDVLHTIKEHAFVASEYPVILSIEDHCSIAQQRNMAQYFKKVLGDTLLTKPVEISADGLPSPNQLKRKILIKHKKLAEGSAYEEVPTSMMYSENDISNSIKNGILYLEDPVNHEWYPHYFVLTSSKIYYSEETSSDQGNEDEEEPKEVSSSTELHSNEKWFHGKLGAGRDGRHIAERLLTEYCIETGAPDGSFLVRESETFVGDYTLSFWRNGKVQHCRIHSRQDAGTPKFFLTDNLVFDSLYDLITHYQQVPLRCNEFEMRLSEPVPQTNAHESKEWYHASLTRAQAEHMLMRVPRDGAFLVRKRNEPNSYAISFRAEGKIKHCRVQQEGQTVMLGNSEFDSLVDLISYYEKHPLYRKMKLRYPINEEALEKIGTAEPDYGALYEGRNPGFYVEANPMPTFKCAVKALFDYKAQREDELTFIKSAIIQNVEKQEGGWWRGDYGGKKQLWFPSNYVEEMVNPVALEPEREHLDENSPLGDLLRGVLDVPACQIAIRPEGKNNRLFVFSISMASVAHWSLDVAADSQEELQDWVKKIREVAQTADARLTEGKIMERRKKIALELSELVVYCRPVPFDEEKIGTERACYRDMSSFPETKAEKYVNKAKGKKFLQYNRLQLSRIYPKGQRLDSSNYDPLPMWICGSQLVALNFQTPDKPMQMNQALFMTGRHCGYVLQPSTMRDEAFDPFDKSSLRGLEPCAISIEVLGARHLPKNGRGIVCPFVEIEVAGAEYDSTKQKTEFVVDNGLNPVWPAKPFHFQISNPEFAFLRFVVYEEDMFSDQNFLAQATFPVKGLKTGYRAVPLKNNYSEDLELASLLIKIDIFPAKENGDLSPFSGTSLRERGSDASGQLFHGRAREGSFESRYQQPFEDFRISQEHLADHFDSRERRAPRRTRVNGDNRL
DDE Tn7 FP inh: disrupts Tn7 cyclic peptide binding to fibrin D-Dimer-E complex. hit rate 0.13% among 370,000. inhibition, % at 8.3 µM. FP displacement of FITC-Tn7 peptide from fibrin DD(E); 0% = median of compound wells per plate;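 active = inhibition above the mean of compounds falling within the control limits plus 3 SD of them, cut at about 14% in these data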;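 note: 0% = plate median of compound wells and 100% = 10 µM Aha-Tn7 peptide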
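Test system: human clot-derived fibrin DD(E) complex / Quantity: 2 µM final DD(E) protein / Incubation: 10 min plus 3 h, room temperature / Measured by: fluorescence polarization / Benchmarks: high control of 10 µM Aha-Tn7 peptide / Replicates: singlicate testing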
DDE Tn6 FP inh: disrupts Tn6 cyclic peptide binding to fibrin D-Dimer-E complex. inhibition, % at 8.3 µM. Fibrin DD(E) TRITC-Tn6 fluorescence polarization displacement. hit rate 0.21% among 370,000. AID 720509. P02675;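 active = inhibition above a per-campaign cutoff: mean of compounds within control limits plus 3 SD, cut at about 15% in these data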;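 note: 0% = median of all compound wells on the plate and 100% = blocking peptide control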
ARFGAP1 inh: rat ARFGAP1 inhibition; inhibition, % at 16.5 µM; Arfgap1-stimulated ARF1 GTP hydrolysis, GDP FP detection; hit rate 0.26% among 360,000;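 active = inhibition above a per-plate limit, mean inhibition of low control wells plus 3 SD, cut at about 25% in these data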;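 note: 0% = DMSO wells with enzyme and 100% = wells lacking Arfgap1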
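System: truncated rat Arfgap1 GAP domain / Benchmarks: high control wells lacking Arfgap1, low control full reaction with DMSO / Times: compound-enzyme preincubation 20 min, reaction 120 min, detection 60 min, 25 °C / Repeats: one replicate per compound / Also added: human ARF1(Δ1-17)-GTP substrate / Measured by: Tracer-displacement fluorescence polarization with EDTA stop, 620/688 nm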
Rev-erbA mod: modulates human Rev-erb alpha binding to DNA. AID 1259318. Rev-erbα–FITC-DNA binding, fluorescence polarization, 90 min. P20393. hit rate 0.79% among 370,000. activity, % at 10 µM;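 active = activity above about 14%, limit read from the data; passing the limit was not always enough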;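 note: 0% = DMSO wells with 35 nM protein and 100% = DMSO wells with 750 nM protein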
ASAP1 inh: blocks human ASAP1-stimulated Arf1 GTP hydrolysis | hit rate 0.19% among 360,000 | Q9ULH1 | AID 624377 | inhibition, % at 16.5 µM | GDP FP detection; in the data active = inhibition above about 25%;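 note: 0% = vehicle with enzyme and substrate and 100% = no enzyme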
KLK7 zymogen act: proKLK7 (human) activation, primary screen | P49862 | purified proKLK7, EDANS-DABCYL substrate fluorescence; 100% is mature enzyme control, 0% vehicle | activation, % at 7 µM | hit rate 0.9% among 370,000 | AID 652039;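 active = activation above the mean of all tested compounds plus 3 SD, computed per campaign excluding outliers beyond control limits, cut at about 13% in these data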
* marks the source's active call; other numbers are inactive results; . = no result given.

SMILES	PLC-beta3 inh	HGIII-sPLA2 inh	UHRF1 binding	PLC-gamma1 inh	DDE Tn7 FP inh	DDE Tn6 FP inh	ARFGAP1 inh	Rev-erbA mod	ASAP1 inh	KLK7 zymogen act
CCOC(=O)c1sc(Nc2ccc(Br)cc2)nc1C	-66	3	0	-48	-10	-5	-2	-9	14	-3.6
COC(=O)C1=C(C)N(C)C(=NCc2ccc3c(c2)OCO3)NC1c1cccc(F)c1 (centres undefined)	6	0	2	3	-6	7	-2	-4	-7	-0.5
O=C(CN1C(=O)c2ccccc2C1=O)OCC(=O)N1CCc2ccccc2C1	1	5	-1	0	-3	1	-1	0	0	-0.2
CCc1ccc(C(=O)c2cc3ccc(O)cc3oc2=O)cc1	-64	-5	-1	-47	-1	-4	-1	-1	3	-14
O=S(=O)(/N=C(/c1ccccc1)N1CCOCC1)c1ccc(F)cc1F	-3	3	-1	1	-1	3	0	3	-19	0.2
CCc1ccccc1NC(=S)N(CCCN(C)C)Cc1cc2cc3c(cc2[nH]c1=O)OCO3	-38	5	4	-33	3	-2	-8	-1	-4	6.9
O=C(CNC(=O)c1ccccc1F)OCC(=O)N1CCCCC1	-1	3	16	-1	-1	6	12	-3	-2	-0.4
CCN(CC)CCOC(=O)c1ccc(NC(=O)CCCN2C(=O)/C(=C/c3cccs3)SC2=S)cc1	-7	-19	-8	0	0	-4	9	-4	0	-2.9
CN(CCCN1CCOCC1)C(=O)c1cc(COc2ccc(F)cc2F)on1	-10	6	-1	0	4	2	8	4	-6	-0.6
COc1cc2[nH]c(=S)n(Cc3cccs3)c(=O)c2cc1OC	-3	3	-2	0	2	-3	-1	10	4	-0.5
COc1ccc(NC2=Nc3cccc4cccc2c34)cc1	-22	1	15	-23	-3	1	12	14	1	0.3
CN(C)CCCn1c2c(c(SCC(=O)Nc3ccc4c(c3)OCCO4)nc1=O)CCCC2	2	-10	-1	0	-3	-1	-2	-5	9	0.6
COc1cc([N+](=O)[O-])cc(/C=N/NC(=O)c2cc(C)nc3ccccc23)c1O	-11	14	-5	6	-3	-8	4	7	6	-0.5
Cc1ccc(O)c(CNc2nc3ccccc3n2C)c1	4	-5	0	1	-4	-7	-9	3	-1	-0.5
Clc1ccc(-c2cc(-c3nnc4sc(Cc5cccs5)nn34)[nH]n2)cc1	7	-62	1	8	-9	-7	.	0	.	0.1
Cc1ccc(C(=O)c2coc3cc([N+](=O)[O-])c(O)c([N+](=O)[O-])c23)cc1	-7	-2	-3	2	2	-2	-1	3	-8	1.0
Cc1ccccc1CN1C(=O)/C(=C\c2ccc(C(=O)NCCN3CCOCC3)cc2)Sc2ccccc21	-372	-35	-1	-217	5	-3	-5	5	-3	-18
O=C(COc1nsnc1N1CCOCC1)Nc1ccc([N+](=O)[O-])cc1	-8	4	4	2	4	4	15	4	7	-0.1
O=C(O)C(=O)/C(=C\c1ccccc1)c1ccc2ccccc2n1	-37	-49	2	-30	-11	-2	1	22	0	-9.3
O=c1[nH]c(CSc2nc3ccccc3o2)nc2c1cnn2-c1ccccc1	-7	-18	-3	-5	-3	-5	1	0	2	-0.1
Cc1cc(N2C(=O)C(O)=C(C(=O)c3ccco3)C2c2ccc(Cl)cc2)no1 (centres undefined)	-65	-4	5	-41	-5	-3	-13	-2	-3	0.9
CCc1ccc([C@@H]2C[C@H]3[C@@H](CN2S(=O)(=O)c2ccc(C)cc2)C(=O)C[C@@H](c2ccccc2F)N3S(=O)(=O)c2ccc(C)cc2)cc1	0	-11	-1	-2	4	0	-10	12	-9	0.3
COc1ccc(S(=O)(=O)N2CCOCC2)cc1NC(=O)c1ccc2c(c1)OCCO2	-1	0	-1	3	-5	2	-6	0	11	-0.2
C#Cc1cccc(Nc2nc(NCCOC)nc3ccsc23)c1	-41	-8	0	-24	-4	-7	8	10	12	-0.4
CCOc1cnc(-c2ccc(Cl)cc2)o1	-1	11	1	2	3	-1	9	3	-13	0.8
O=C(C[C@H]1C/C=C\C[C@@H](Cc2ccc(F)cc2)C(=O)O[C@@H](c2ccccc2)CNC1=O)N[C@@H](CO)Cc1ccccc1	3	-6	3	3	2	-7	3	2	16	-0.2
COc1c(O)ccc(/C=C(\C#N)c2nc3ccccc3[nH]2)c1[N+](=O)[O-]	-259	-8	-5	-212	-3	-8	-5	6	-17	-5.4
CCCN1CCN(C(=O)c2cc(COc3ccc(F)cc3F)on2)CC1	-7	-11	-1	0	-1	7	5	-3	-13	0.8
Cn1c(N)nc2nc(CCc3ccccc3)c(=O)[nH]c2c1=O	-326	4	2	-227	5	6	4	2	4	13*
COc1cc(CCC(=O)OCC(=O)Nc2nc(C)c(Cl)cc2Cl)cc(OC)c1OC	0	0	3	-4	3	5	-2	4	1	0.6
CCCCNC(=O)NCc1cnn(C)c1C	-2	4	4	-1	10	2	3	-2	11	-0.4
COc1ccc(NC(=O)c2ccc3[nH]c(C)c(C)c3c2)c(OC)c1	-6	-39	-1	-1	-4	1	0	6	6	0.7
CCC(CC)C(=O)NCCc1ccc(F)cc1	3	2	-9	0	6	4	2	-4	-2	-0.1
CC1CN(c2cc(=O)n(-c3cccc(Br)c3)c(=O)[nH]2)CC(C)O1 (centres undefined)	-4	11	4	0	2	-3	8	1	-6	-0.2
CCC1(c2ccccc2)NC(=O)N(CC(=O)N(c2ccccc2)C2CCS(=O)(=O)C2)C1=O (centres undefined)	0	-7	1	0	-1	-1	11	-10	-5	0.2
CC(C)(C)C1CCC2(CC1)NC(=S)N(c1ccccc1)N2 (centres undefined)	-2	4	3	-3	-3	1	14	1	-6	0.3

Entries from the list above that have an aryl thioether with sulfur outside any ring:
SMILES	PLC-beta3 inh	HGIII-sPLA2 inh	UHRF1 binding	PLC-gamma1 inh	DDE Tn7 FP inh	DDE Tn6 FP inh	ARFGAP1 inh	Rev-erbA mod	ASAP1 inh	KLK7 zymogen act
CN(C)CCCn1c2c(c(SCC(=O)Nc3ccc4c(c3)OCCO4)nc1=O)CCCC2	2	-10	-1	0	-3	-1	-2	-5	9	0.6
O=c1[nH]c(CSc2nc3ccccc3o2)nc2c1cnn2-c1ccccc1	-7	-18	-3	-5	-3	-5	1	0	2	-0.1

Following part.
SMILES	PLC-beta3 inh	HGIII-sPLA2 inh	UHRF1 binding	PLC-gamma1 inh	DDE Tn7 FP inh	DDE Tn6 FP inh	ARFGAP1 inh	Rev-erbA mod	ASAP1 inh	KLK7 zymogen act
CCCc1cc(=O)[nH]c(SCC(=O)Nc2ccc(OCc3ccccc3)cc2)n1	1	4	-3	2	0	3	3	0	1	0.0
CC1(C(=O)Nc2ccc3c(c2)OCCO3)CCN1C(=O)CC1CCCC1 (centres undefined)	8	-4	-1	-2	-1	8	-1	-3	-7	0.3
O=S(=O)(O)c1ccc2c(c1)C(C(Cl)(Cl)Cl)OC(C(Cl)(Cl)Cl)O2 (centres undefined)	-4	-22	-1	-4	2	-1	-7	7	-8	-0.1
C[C@H]1CN([C@@H](C)CO)C(=O)Cc2cc(NS(C)(=O)=O)ccc2O[C@@H]1CN(C)CC1CC1	4	2	0	0	3	2	-6	-8	6	0.3
CCc1ccccc1N(CC(=O)NC(C)(C)C)C(=O)CCC(=O)Nc1ccccn1	-10	6	3	1	4	-7	4	6	15	0.4
CC(C)[C@H](NC(=O)N1c2ccccc2NC(=O)[C@@H]1C(C)C)C(=O)N1CCC(C(=O)O)CC1	0	14	3	3	0	1	0	2	9	-0.1
CCOc1ccc(C(C)NC(=S)NC2CCCCC2)cc1 (centres undefined)	-1	7	-3	2	0	-4	-2	-4	5	0.1
COc1ccc(S(=O)(=O)N2CC=C(C(=O)Nc3ccc(NC(C)=O)cc3)CC2)cc1	-3	0	-1	2	-1	4	9	1	19	0.0
NC(=O)c1ccsc1NC(=O)c1ccc(N2CCCC2=O)cc1	-96	-7	-2	-69	-2	1	2	-7	5	1.1
CCOC(=O)Cn1cc(C(=O)c2ccco2)c2ccccc21	-9	-2	-1	-6	-7	-5	-5	0	15	-0.1
COc1ccc(CCNC(=O)c2nn(C)c3c2CS(=O)(=O)c2ccccc2-3)c(OC)c1	-2	-3	-3	2	4	0	4	-7	-9	0.4
Cc1cc(N)c(NC2=CC(=O)CC(C)(C)C2)cc1C	-312	-2	-8	-247	1	5	-3	-2	-8	-49
C=C1[C@H](C)CN[C@H]1CCO	0	3	2	0	6	1	-7	3	-20	0.0
C#CCOCCOCCOCCNc1nc(N2CCN(C(=O)Cn3cc(CC(C)O)nn3)CC2)nc(N2CCN(C(=O)[C@H]([C@@H](C)O)n3cc(CCCCN)nn3)CC2)n1 (some centres undefined)	-1	5	6	2	12	0	8	-4	-10	0.1
COc1cccc(OCc2cc(C(=O)N(Cc3ccccc3)CC3CC3)no2)c1	0	-23	0	-1	4	-4	1	4	6	0.8
COC(=O)c1cc(-c2c(C)oc3cc(OC)ccc3c2=O)c(C)o1	-10	5	-1	-5	-1	2	8	-2	-8	1.5
Cc1c(=O)n(OCc2ccccn2)c2ccccc2[n+]1[O-]	-28	4	3	-27	6	-2	-8	2	7	-0.2
O=S(=O)(CS(=O)(=O)c1ccc(Cl)cc1)c1ccc(Cl)cc1	-7	-1	-1	0	-1	4	1	8	13	0.4
CC(=O)Nc1cccc(NC(=O)C2CCCN2C(=O)Nc2ccc(C)cc2)c1 (centres undefined)	4	6	2	9	1	5	-11	1	7	-0.4
COc1ccc(S(=O)(=O)N(C)CC(=O)O)c2ccccc12	4	1	-1	-1	0	3	-6	3	-4	0.0
C[C@@H]1CN([C@@H](C)CO)C(=O)c2c(c3ccccc3n2C)-c2ccccc2CO[C@H]1CN(C)S(=O)(=O)c1ccc(C#N)cc1	-2	-18	1	1	-7	-5	12	-7	3	0.6
Cc1ccc(/C=N/NC(=O)c2ccccc2OCc2ccc(F)cc2)o1	-1	-6	-3	-1	1	-7	-3	7	9	-0.7
COc1ccc(OC)c(S(=O)(=O)NCCS(=O)(=O)N2CCN(c3ccccc3)CC2)c1	-4	-15	0	-2	-1	-7	-4	1	0	0.2
CCOC(=O)C(C)Sc1nnc(Cc2cc(=O)[nH]c(=O)[nH]2)n1-c1ccc(OCC)cc1 (centres undefined)	2	-42	3	-1	-4	-4	8	9	5	-0.3
COc1ccc(NC2C=CS(=O)(=O)C2)c(OC)c1 (centres undefined)	-5	-2	-4	-3	-1	1	3	-3	-3	1.0
C#Cc1ccc(NC(=O)C2(C)CCN2C(=O)Cc2ccc(C(C)C)cc2)cc1 (centres undefined)	3	0	-1	3	-7	12	-5	-5	7	-0.1

For reference, part of the list above:
SMILES	PLC-beta3 inh	HGIII-sPLA2 inh	UHRF1 binding	PLC-gamma1 inh	DDE Tn7 FP inh	DDE Tn6 FP inh	ARFGAP1 inh	Rev-erbA mod	ASAP1 inh	KLK7 zymogen act
COc1ccc(OC)c(S(=O)(=O)NCCS(=O)(=O)N2CCN(c3ccccc3)CC2)c1	-4	-15	0	-2	-1	-7	-4	1	0	0.2
CCOC(=O)C(C)Sc1nnc(Cc2cc(=O)[nH]c(=O)[nH]2)n1-c1ccc(OCC)cc1 (centres undefined)	2	-42	3	-1	-4	-4	8	9	5	-0.3

Compounds were not picked by outcome (roughly 4.5% active in at least one column).
